mABHD4 FP – ABHD4 (mouse) inhibition, primary FP screen. AID 720543. inhibition, % at 8.92 µM. purified mABHD4, FP-Rh probe fluorescence polarization. 370,000 tested, 0.54% active;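 active means inhibition exceeding the mean over every tested compound plus 3 SD, cut at about 30% in these data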;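 further: 0% = plate median of compound wells and 100% = S159A mutant with DMSO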
Target sequence (Q8VD66 whole entry, looked up): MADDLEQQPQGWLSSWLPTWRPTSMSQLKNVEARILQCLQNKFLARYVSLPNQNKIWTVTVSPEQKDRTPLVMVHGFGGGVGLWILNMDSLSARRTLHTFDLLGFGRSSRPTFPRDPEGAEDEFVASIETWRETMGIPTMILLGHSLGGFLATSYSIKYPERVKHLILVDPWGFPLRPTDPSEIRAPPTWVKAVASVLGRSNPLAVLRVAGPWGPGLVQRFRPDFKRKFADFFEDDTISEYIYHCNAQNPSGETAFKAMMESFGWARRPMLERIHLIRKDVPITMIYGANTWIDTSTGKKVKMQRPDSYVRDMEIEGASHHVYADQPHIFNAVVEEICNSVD
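Assay system: mABHD4 protein; medium: HEPES pH 7.0, NaCl, Pluronic buffer; dosing: 8.92 µM, single dose; schedule: 45 min + 60 min at 25 °C; signal: FP readout, ex 525 nm / em 598 nm; read-out: normalized percent inhibition of probe labeling; repeats: single replicate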
MBD2 inh – MBD2-methylated oligo binding inhibition; Q9UBB5; 370,000 tested, 0.31% active; inhibition, % at 4.4 µM; AID 686964; TR-FRET, MBD2 binding to methylated oligonucleotide; in the data active means inhibition above about 13%
SIAE inh – inhibitors of human sialic acid acetylesterase SIAE | Q9HAT2 | SIAE FP-Rh probe binding, fluorescence polarization | inhibition, % at 9.66 µM | 370,000 tested, 0.69% active;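 active means inhibition above a cutoff: mean of compounds within the control limits plus 3 SD of those, cut at about 17% in these data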;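 further: 0% = plate median of compound wells and 100% = probe without SIAE protein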
rCAG binder – r(CAG) repeat RNA binding. TO-PRO-1 dye displacement fluorescence. inhibition, % at 3 µM. 370,000 tested, 1.3% active. AID 651821;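 active means inhibition above the plate cutoff, the mean of all test compounds on that plate plus 3 SD, cut at about 35% in these data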;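 further: 0% = DMSO alone and 100% = 100 µM mitoxantrone as full dye displacement; higher means more dye released from RNA so lower well fluorescence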
TCR-CD3 inh – blocks the human TCR-CD3 interaction | inhibition, % at 9.4 µM | 360,000 tested, 0.37% active | AID 651800 | TAMRA-labeled TCR probe fluorescence, biochemical; in the data active means inhibition above about 19%;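 further: recombinant mutant TCR 2C K166C tagged with TAMRA read by polarization; 0% = receptor in buffer alone and 100% = receptor with positive control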
UHRF1 MBD2 ctr – human UHRF1 methylated DNA binding inhibitors; Q96T88; UHRF1 binding to methylated oligo, TR-FRET; inhibition, % at 4.4 µM; AID 687016; 370,000 tested, 0.75% active; in the data active means inhibition above about 21%;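 further: UHRF1 SRA domain binding a hemimethylated CpG hairpin DNA probe; 0% = median of test compound wells and 100% = reference inhibitor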
Target sequence (Q96T88 whole entry, looked up, the tested form may be a part): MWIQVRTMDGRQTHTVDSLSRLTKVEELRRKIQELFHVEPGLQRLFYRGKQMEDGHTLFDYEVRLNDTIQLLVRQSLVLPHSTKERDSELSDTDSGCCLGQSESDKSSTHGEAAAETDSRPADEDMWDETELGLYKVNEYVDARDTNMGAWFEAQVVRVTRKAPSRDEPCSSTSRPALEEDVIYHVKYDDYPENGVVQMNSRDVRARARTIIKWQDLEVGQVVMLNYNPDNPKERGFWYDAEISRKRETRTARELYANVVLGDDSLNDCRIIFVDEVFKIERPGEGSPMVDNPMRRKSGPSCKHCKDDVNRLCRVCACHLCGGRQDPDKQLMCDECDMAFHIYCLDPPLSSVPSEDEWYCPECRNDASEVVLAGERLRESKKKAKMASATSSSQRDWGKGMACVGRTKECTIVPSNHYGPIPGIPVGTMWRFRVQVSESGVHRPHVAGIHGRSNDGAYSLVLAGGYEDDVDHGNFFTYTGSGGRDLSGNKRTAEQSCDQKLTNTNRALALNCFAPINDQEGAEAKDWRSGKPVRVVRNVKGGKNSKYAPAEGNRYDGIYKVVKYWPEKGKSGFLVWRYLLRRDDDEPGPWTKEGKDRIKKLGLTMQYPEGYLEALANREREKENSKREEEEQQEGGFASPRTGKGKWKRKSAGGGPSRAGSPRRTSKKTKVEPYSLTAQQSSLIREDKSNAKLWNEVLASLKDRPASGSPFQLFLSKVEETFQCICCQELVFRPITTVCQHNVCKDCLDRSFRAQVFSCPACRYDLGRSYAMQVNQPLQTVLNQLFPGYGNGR
HTRA1 inh – inhibitors of human serine peptidase HTRA1 | Q92743 | 340,000 tested, 0.5% active | recombinant HTRA1, FP-rhodamine activity-based probe, fluorescence polarization | inhibition, % at 5.96 µM | AID 504803; in the data active means inhibition above about 36%;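 further: 0% = enzyme with DMSO and 100% = wells lacking enzyme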
NPR1 activator – GC-A (human) enzyme activation; HEK293 GC-A cells, cGMP TR-FRET, EC30 ANP; 0% at EC30 ANP, 100% saturating ANP; P16066; 370,000 tested, 0.14% active; AID 1671463; activation, % at 10 µM; in the data active means activation above about 40%
NPR2 activator – GC-B (human) receptor activation | 370,000 tested, 0.11% active | P20594 | HEK293-GC-B cells, CNP EC30, cGMP TR-FRET; 0% at EC30 CNP, 100% saturating CNP | activation, % at 10 µM;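 active means activation at 10 µM reaching about 35% in either raw or pattern-adjusted values, limit read from the data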
PRMT1 inh – blocks human protein arginine methyltransferase 1. recombinant PRMT1, activity-based probe fluorescence polarization. inhibition, % at 2.79 µM. 370,000 tested, 1.3% active. AID 652257;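 active means inhibition above about 21% made by adding two undisclosed values, limit read from the data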
* marks the source's active call; other numbers are inactive results; . = not tested or not shown; & = joins results of further samples.

SMILES | mABHD4 FP | MBD2 inh | SIAE inh | rCAG binder | TCR-CD3 inh | UHRF1 MBD2 ctr | HTRA1 inh | NPR1 activator | NPR2 activator | PRMT1 inh
CC12CC1(C)C(=O)N(c1cc(Cl)cc(Cl)c1)C2=O (stereo not drawn) | 2 | -1 | -8 | 0 | -2 | -4 | -5 | 2 | -2 | -8
CC(=O)c1cccc(NC2=NCC(C)S2)c1 (stereo not drawn) | 0 | 3 | -5 | 4 | 8 | 0 | -4 | 2 | 12 | -2
O=C1NC(=O)N(CCc2ccc(F)cc2)C(=O)/C1=C/c1cccs1 | -19 | -10 | -12 | 28 | -24 | -2 | -12 | 28 | 1 | 17
O=C(CCCCCn1c(=S)[nH]c2ccccc2c1=O)N1CCC2(CC1)OCCO2 | -3 | 4 | -1 | -5 | -2 | 3 | 23 | 5 | 3 | 3
OCC[N+]12CCC(CC1)C(C(O)(c1ccccc1)c1ccccc1)C2 (stereo not drawn) | -1 | 2 | -5 | -1 | -2 | 2 | 10 | 1 | 5 | 3
COCCN1C(=O)NC(=O)/C(=C\c2ccc(F)cc2)C1=O | 2 | 0 | 5 | -3 | -1 | -1 | 7 | 1 | 2 | 7
CC(=NCCc1ccccc1)c1c(O)n(C)c(=O)n(C)c1=O | -4 | -2 | -2 | -4 | 1 | 4 | 10 | 5 | 14 | -1
Cc1ccc(CN2Cc3ccc(Br)cc3-n3nncc3C2)cc1 | -2 | 0 | -1 | -1 | 4 | -4 | . | 6 | -2 | -2
CN1CC(C(=O)c2ccc(Cl)cc2)C(c2ccc(N(C)C)cc2)C1 (stereo not drawn) | 2 | 3 | -2 | -6 | -1 | 2 | 5 | -24 | -18 | -6
CC(=O)Nc1ccc(OC(=O)N2CCCCC2)cc1 | -4 | 2 | 5 | -1 | 2 | -2 | 0 | 5 | 2 | -1
CC(c1ccccc1)(c1ccccc1)c1ccncc1 | 2 | -2 | -9 | -6 | 2 | 2 | -4 | -3 | -4 | -5
CC1=C(C(=O)Nc2ccccc2)SCCO1 | 0 | -1 | -2 | 5 | -2 | 4 | -4 | 1 | 8 | -3
O=c1[nH]c(=S)n(-c2ccccc2F)c(O)c1C=Nc1ccc(N2CCOCC2)cc1 | 58* | -5 | 9 | 6 | 4 | 1 | 12 | -1 | -7 | 16
C=CCn1c(O)c(C=NCCN2CCNCC2)c(=O)[nH]c1=O | -8 | 2 | 7 | 2 | 0 | 10 | 10 | . | . | -4
COc1ccc2c(c1)[nH]c1c(C)nccc12 | 3 | 7 | 0 | 1 | -2 | 6 | -2 | 15 | -7 | 4
C[C@]12C[C@@H](O)[C@H](O)CC1=CCC1C2CC[C@@]2(C)C1CC[C@@H]2O (stereo partly drawn) | -8 | 6 | -2 | 1 | -2 | 2 | -1 | 2 | 5 | 11
O=C1NCN(c2ccccc2)C12CCN(C(c1cc3ccccc3o1)c1nnnn1C1CCCCC1)CC2 (stereo not drawn) | 3 | 8 | 2 | 6 | 7 | 23* | . | -1 | 1 | 0
CC12CCC3C(CC=C4CC5(CCC43C)OCCO5)C1CCC2=O (stereo not drawn) | -3 | -1 | 3 | -2 | 4 | 1 | 3 | -3 | -7 | -2
Fc1ccc(CNCCc2ccccc2F)cc1 | 4 | 1 | -3 | 3 | 1 | 0 | -2 | -6 | -15 | 0
O=C(c1cn(Cc2ccccc2)c2ccccc12)C1CC1 | -7 | -3 | -2 | -3 | 3 | 1 | -20 | 3 | 6 | 2

An excerpt from above in order of molecular weight, low to high.
SMILES | mABHD4 FP | MBD2 inh | SIAE inh | rCAG binder | TCR-CD3 inh | UHRF1 MBD2 ctr | HTRA1 inh | NPR1 activator | NPR2 activator | PRMT1 inh
CC1=C(C(=O)Nc2ccccc2)SCCO1 | 0 | -1 | -2 | 5 | -2 | 4 | -4 | 1 | 8 | -3
Fc1ccc(CNCCc2ccccc2F)cc1 | 4 | 1 | -3 | 3 | 1 | 0 | -2 | -6 | -15 | 0
CN1CC(C(=O)c2ccc(Cl)cc2)C(c2ccc(N(C)C)cc2)C1 (stereo not drawn) | 2 | 3 | -2 | -6 | -1 | 2 | 5 | -24 | -18 | -6

(further entries)
SMILES | mABHD4 FP | MBD2 inh | SIAE inh | rCAG binder | TCR-CD3 inh | UHRF1 MBD2 ctr | HTRA1 inh | NPR1 activator | NPR2 activator | PRMT1 inh
Cc1cc(C(=O)OCC(=O)Nc2c(F)cccc2F)c(C)n1C1CC1 | 0 | 0 | 0 | 1 | 0 | 0 | 12 | 5 | 6 | 3
CCCCOCCCN1C(C)=CC(=C2C(=O)NC(=S)NC2=O)C=C1C | 1 | 2 | 1 | 2 | -10 | -3 | 1 | 22 | 1 | -2
CC(C)CCOP(N)(=O)Oc1ccccc1Cl (stereo not drawn) | 2 | 1 | 39* | -7 | -4 | -2 | 2 | 1 | 3 | 0
CC(C)CN1CCN(Cc2c(F)cccc2Cl)CC1CCO (stereo not drawn) | 3 | -1 | 8 | -4 | -6 | 0 | 6 | 0 | 2 | -5
CCCCn1c(NS(=O)(=O)c2ccc(C)cc2)c(C(=O)OCC)c2nc3ccccc3nc21 | 15 | 0 | 3 | 36* | 6 | 13 | -49 | 9 | 11 | 2
Cc1cc(NC(=O)COC(=O)c2c(C)nn(Cc3ccccc3)c2Cl)no1 | -2 | -1 | -5 | -4 | 3 | -1 | -13 | -3 | 3 | 0
COc1cccc(C2=NOC(C(=O)N3CCC4(CC3)OCCO4)C2)c1 (stereo not drawn) | 2 | -2 | -7 | -3 | 2 | -1 | -2 | 6 | 6 | 0
CCc1c(C)nc(N)nc1N1N=C1SC | 1 | 0 | -1 | -2 | -1 | -2 | -3 | 3 | 1 | -1
C=CCn1c(=O)c(C=Nc2cccc([N+](=O)[O-])c2)c(O)n(CCCC)c1=O | -8 | -1 | -8 | 7 | -3 | 1 | -10 | 5 | -4 | 8
CCCCOC(=O)c1ccccc1N | 5 | 3 | 2 | 0 | -4 | 0 | 2 | 1 | 5 | 5
COc1cccc(CN2CC=C(c3ccc(F)cc3)CC2)c1 | -7 | -2 | 9 | -1 | -5 | -1 | -2 | -2 | 5 | 0
COc1ccc(N2C(=O)/C(=C/c3cccs3)C(=O)NC2=S)cc1 | -75 | -2 | -16 | 23 | -83 | -4 | 7 | 22 | 11 | 1
COP(=S)(OC)Oc1ccc(Sc2ccc(OP(=S)(OC)OC)cc2)cc1 | -16 | 1 | 4 | 39* | -5 | 14 | -10 | 5 | 8 | -8
CN1CCc2cc3c(cc2C1)OCO3 | -10 | 2 | 7 | 2 | -6 | 4 | 1 | -1 | 1 | -7
CCCNC(=O)N1[C@H]2CC[C@@H]1C(C(=O)OC)=C(c1cccc(OC)c1OC)C2 | 8 | -1 | 0 | -2 | 3 | -3 | 4 | -1 | -2 | -2
CCC1(CCC(C)C)C(=O)NC(=O)N(c2ccccc2)C1=O (stereo not drawn) | -4 | -8 | 3 | 3 | 1 | 0 | . | 2 | -4 | -5
CO[C@H]1CC=C2CCN3CCC4=C(CC(=O)OC4)[C@]23C1 | 7 | 3 | 4 | 3 | 1 | 0 | 5 | 1 | 7 | -1
COC(=O)CC1(CC(=O)OC)C(=O)NC(=O)NC1=O | 0 | 0 | 1 | -1 | 10 | 0 | 2 | 0 | 6 | 2
Cc1ccc(OCCSC2=NN2c2cc(C)nc(N)n2)cc1 | 4 | 5 | -4 | -4 | -2 | 0 | -10 | -2 | -2 | 5
C[C@]12CCC(OC(=O)CCC(=O)O)CC1=CCC1C2CC[C@]2(C)C(=O)CCC12 (stereo partly drawn) | 2 | 1 | -2 | 4 | 1 | 0 | -6 | 1 | 0 | -3
O=C(c1ccc(Cl)cc1)C1CCCN(Cc2ccc3ncccc3c2)C1 (stereo not drawn) | -5 | 15* | 10 | -7 | -11 | 25* | -8 | -8 | -3 | 3
Clc1ccc(C2NCCc3[nH]cnc32)cc1 (stereo not drawn) | 2 | -2 | 1 | 1 | -2 | 0 | 2 | 0 | 1 | 0
Cn1c(O)c(C=NCCCCCCCCCCC(=O)O)c(=O)n(C)c1=O | -14 | 4 | -7 | -2 | -10 | 7 | 3 | -4 | -3 | 7
CC(=O)Nc1ccc2c(c1)CC1(C(=O)N(C)C(=O)N(C)C1=O)C1CCCN21 (stereo not drawn) | -5 | -1 | -3 | 9 | -6 | 3 | 5 | -5 | -1 | 5
COc1ccc2[nH]c3c(c2c1)CCN=C3C | 8 | -2 | -1 | 13 | -7 | 1 | 17 | 0 | -4 | 5
CCC(CO)(C(=O)OC1CC2CCC(C1)N2C)c1ccccc1 (stereo not drawn) | 5 | 4 | 1 | 1 | 7 | 0 | 1 | -2 | 1 | 1
CCOc1ccc(CC2(CCc3ccncc3)C(=O)NC(=O)NC2=O)cc1 | 2 | -3 | 0 | -6 | 1 | 0 | -4 | -2 | 5 | -6
Cc1ccc2c(c1)NP(=S)(Oc1ccccc1)N2 (stereo not drawn) | -1 | -1 | 5 | 1 | 5 | -2 | -7 | -6 | -4 | 1
O=C(NCc1cccnc1)Nc1ccccc1Cl | -1 | -6 | -2 | -2 | 1 | -2 | 11 | 2 | 1 | -1
O=C(/C=C/c1c[nH]c2ccccc12)c1c(O)n(CCc2ccccc2)c(=O)[nH]c1=O | -7 | 1 | 5 | 0 | -8 | 5 | . | 1 | -9 | -3
O=C(Nc1ccccc1)c1c(O)c2c(n(Cc3ccco3)c1=O)CCCC2 | 1 | -1 | 1 | 1 | 11 | 1 | 8 | -3 | -10 | 0
C[C@]12CCC(=O)C=C1CC[C@@H]1C2CC[C@]2(C)C(=O)CCC12 (stereo partly drawn) | -9 | -1 | -14 | -3 | 3 | 1 | -1 | 1 | -3 | -3
O=C1NC(=O)[C@]2(Cc3ccccc3N3CCN(c4ccccc4)CC32)C(=O)N1Cc1ccccc1 (stereo partly drawn) | -6 | -3 | -4 | 19 | 4 | -5 | 4 | -13 | 0 | 6
Cn1c(O)c(C=Nc2ccccc2Sc2ccccc2)c(=O)n(C)c1=O | -6 | 1 | 4 | 0 | 2 | 0 | 4 | -5 | 2 | -2
COC(=O)[C@]1(C)C[C@H]1[C@H](NP(=O)(c1ccccc1)c1ccccc1)c1ccccc1 | -3 | -1 | 5 | -14 | 6 | -3 | -4 | -16 | -20 | 0
Cc1cnn(C2CCN(C)CC2)c1N | 2 | -5 | -1 | 2 | 1 | -1 | -4 | 2 | 1 | 2
CCN(CC)c1ccc(/C=C/[N+](=O)[O-])cc1 | -7 | -13 | -8 | -8 | -7 | -12 | -16 | 2 | -11 | -19
CCOP(=O)(OCC)C(NC(=O)CN1C(=O)c2ccccc2S1(=O)=O)C(Cl)(Cl)Cl (stereo not drawn) | 0 | 7 | -1 | -5 | -1 | 0 | 4 | -2 | 9 | 1
C=CCN1CC[C@]23c4c5ccc(O)c4O[C@H]2C(=O)CC[C@@]3(O)[C@H]1C5 | -13&-2 | -6&4 | 0&13 | -1&3 | 0&-4 | 0&2 | 4&2 | 4&3 | 1&1 | 0&4
CCNC(=S)NCCC1=c2ccccc2=N/C1=C\c1c(O)n(C)c(=O)n(C)c1=O | 5 | -7 | 5 | 4 | -5 | -2 | . | 12 | 14 | 10

Two entries picked at random from the list so far, as already listed:
SMILES | mABHD4 FP | MBD2 inh | SIAE inh | rCAG binder | TCR-CD3 inh | UHRF1 MBD2 ctr | HTRA1 inh | NPR1 activator | NPR2 activator | PRMT1 inh
COC(=O)[C@]1(C)C[C@H]1[C@H](NP(=O)(c1ccccc1)c1ccccc1)c1ccccc1 | -3 | -1 | 5 | -14 | 6 | -3 | -4 | -16 | -20 | 0
C=CCN1CC[C@]23c4c5ccc(O)c4O[C@H]2C(=O)CC[C@@]3(O)[C@H]1C5 | -13&-2 | -6&4 | 0&13 | -1&3 | 0&-4 | 0&2 | 4&2 | 4&3 | 1&1 | 0&4

Only part of the results is shown, so the mix of outcomes need not match the whole.
